# aSyn yeast inh: alpha-synuclein toxicity inhibition in yeast; Yeast expressing alpha-synuclein, growth rescue, BacTiter-Glo, 24 h; Potency, µM (titrated, usually from 46.1 µM), for the others: top-dose growth rescue (activation), hits mostly activators; 370,000 tested, 0.14% active; AID 652106; further: potency means the concentration at half of the fitted maximal effect; % of control where 0% means no effect; nearly all actives have a fitted effect of over 65% in size
#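 Galactose-induced alpha-syn yeast (OD600=0.02, raffinose-pregrown) + pinned cpd, 24 hr, 30 deg C; growth by BacTiter-Glo luminescence. Growth restoration scores as activation.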
# EPAC1 antagonist: EPAC1 (human) antagonism; EPAC1 GEF assay, Rap1b-BODIPY-GDP exchange fluorescence; Potency, µM (titrated, usually from 115 µM), inactives show top-dose activity change, negative = inhibition, hits mostly inhibitors; 360,000 tested, 0.14% active; AID 720709;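 further: potency means the concentration at half of the fitted maximal effect; plate controls were vehicle for no effect and positive control for full effect; nearly all actives have a fitted effect of over 50% in size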
# Target sequence (O95398 whole entry, looked up): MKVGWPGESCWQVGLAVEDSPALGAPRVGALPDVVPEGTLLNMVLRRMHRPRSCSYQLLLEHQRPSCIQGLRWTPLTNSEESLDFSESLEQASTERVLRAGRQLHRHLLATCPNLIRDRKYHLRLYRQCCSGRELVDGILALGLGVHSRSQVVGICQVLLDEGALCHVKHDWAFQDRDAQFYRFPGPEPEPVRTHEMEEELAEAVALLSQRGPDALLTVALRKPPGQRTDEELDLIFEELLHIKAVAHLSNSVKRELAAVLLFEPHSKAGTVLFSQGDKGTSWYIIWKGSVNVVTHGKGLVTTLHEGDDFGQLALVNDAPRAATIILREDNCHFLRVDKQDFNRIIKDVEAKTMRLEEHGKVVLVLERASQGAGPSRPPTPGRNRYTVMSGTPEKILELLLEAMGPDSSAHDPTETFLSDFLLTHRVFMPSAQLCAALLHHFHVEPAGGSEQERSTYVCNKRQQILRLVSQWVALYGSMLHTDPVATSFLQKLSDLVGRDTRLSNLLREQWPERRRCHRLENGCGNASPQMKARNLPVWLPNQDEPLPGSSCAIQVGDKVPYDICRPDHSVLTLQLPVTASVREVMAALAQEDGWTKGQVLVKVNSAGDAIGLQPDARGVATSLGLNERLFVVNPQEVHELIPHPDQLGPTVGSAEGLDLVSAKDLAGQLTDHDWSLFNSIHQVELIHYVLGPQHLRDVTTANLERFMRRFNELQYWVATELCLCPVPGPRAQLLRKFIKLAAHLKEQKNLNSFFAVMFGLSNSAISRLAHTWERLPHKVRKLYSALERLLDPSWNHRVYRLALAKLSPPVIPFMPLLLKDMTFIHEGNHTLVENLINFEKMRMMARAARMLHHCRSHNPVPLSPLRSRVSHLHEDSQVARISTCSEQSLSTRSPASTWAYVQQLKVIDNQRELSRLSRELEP
# WRN helicase inh: inhibitors of human WRN helicase; WRN helicase unwinding, fluorescent forked duplex, kinetic; Q14191; AID 651768; Potency, µM (series often up to 114 µM), inactives show at the top dose activity change, negative = inhibition, usual class: inhibitors; 360,000 tested, 0.46% active; further: potency means the concentration at half of the fitted maximal effect; on the % scale 0 is the no-effect control and ±100 the full control effect; nearly all actives have a fitted effect of over 55% in size
#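 Fluorescence dequenching readout, ex 525 nm/em 598 nm, kinetic mode: forked duplex DNA (100 nM final) with adjacent fluorophore and quencher unwound by WRN (20 nM final) with 2 mM ATP. Compound preincubation 15 min, room temperature.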
# PI5P4Ka inh: PI5P4K alpha (human) kinase inhibition. P48426. PI5P4Kalpha enzyme, ADP-Glo luminescence, 60 min; stronger effect = lower value. max response, %. 330,000 tested, 1.2% active. AID 652105; active means max response of -50% or lower; inconclusive means between -30% and -50%; inactive means -30% or higher; further: value at the top dose of about 77 µM; on the % scale 0 is the no-effect control and ±100 the full control effect
#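 Reactions run in 0.038 M HEPES pH 7.4, 0.28 mM EGTA, 0.1% CHAPS and 5% DMSO, with PI5P4Kalpha, substrate, compound and 5 microM ATP final, one hour at room temperature. Readout is ADP-Glo luminescence.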
# IL2 activator: activators of IL-2. IL-2 activation reporter assay, cell-based qHTS; stimulated with anti-CD3/CD4/CD28 beads; in transgenic mouse T cells. activation, % (series mostly up to about 46 µM). 360,000 tested, 0.065% active; in the data active means activation above about 50%; inconclusive means mostly about 30% to 49%; further: 0% is about no effect
#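 Quantitative HTS in unstimulated transgenic mouse T cells, with memory T cells as non-tolerant control and PMA/ionomycin as tolerance-bypass control. Compound pretreatment lasted 60 minutes before 18 h bead stimulation; EGFP/DsRed fluorescence read.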
# EPAC1 ag: EPAC1 (human) agonism | O95398 | EPAC1 agonist qHTS, biochemical assay; response scale: 100% = response to 6.5 mM cAMP | Potency, µM (titrated, usually from 154 µM), inactives show top-dose activation, actives largely listed as activators | 360,000 tested, 0.073% active; further: potency means the concentration at half of the fitted maximal effect; nearly all actives have a fitted effect of over 60% in size
#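 Fluorescent GDP-exchange assay: 100 nM EPAC1 with 250 nM Rap1B preloaded with BODIPY-GDP and 50 uM GDP; compounds tested as concentration series, 5 min at room temperature, then read every 5 min for 30 min (ex 480/em 540 nm); normalized to 6.5 mM cAMP.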
# FUS yeast rescue: FUS proteinopathy suppression in yeast | S. cerevisiae FUS-expressing, growth rescue, OD600, 24 h | Potency, µM (titrated, usually from 76.6 µM), for inactives: at the highest dose growth rescue (activation), actives largely listed as activators | 390,000 tested, 0.24% active;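 further: potency means the concentration at half of the fitted maximal effect; plate controls were DMSO vehicle for no effect and reference control for full effect; nearly all actives have a fitted effect of over 55% in size; some results filed as inactive show a strong effect at the top dose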
#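 S. cerevisiae expressing FUS from galactose induction served as the toxicity model. Growth after 24hr at 30C, read as absorbance at 600 nm, indicates suppression of toxicity; compounds dosed at several concentrations.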
# Abeta yeast res: restores growth of yeast expressing A-beta42 peptide; yeast expressing A-beta42, growth rescue, OD600, 48 h; response scale: 0% DMSO, 100% iron-clioquinol control; Potency, µM (series often up to 46.1 µM), for the others: top-dose growth rescue, usual class: activators; 410,000 tested, 0.063% active; further: potency means the concentration at half of the fitted maximal effect; nearly all actives have a fitted effect of over 55% in size
#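 Yeast growth medium received pinned compounds, then yeast cells expressing toxic A-beta were added; plates incubated at 30 C for 48 hr. Growth read as absorbance at 600 nm, normalized to DMSO and equimolar FeCl3 plus clioquinol controls.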
# PLK1 PBD inh: inhibitors of human PLK1 polo-box domain binding; P53350; Plk1 PBD binding of FITC phosphopeptide, fluorescence polarization; Potency, µM, inactives show max response, negative = inhibition, hits mostly inhibitors; 360,000 tested, 2.8% active; AID 720504; further: potency means the concentration at half of the fitted maximal effect; series mostly up to about 57 µM; on the % scale 0 is the no-effect control and ±100 the full control effect; nearly all actives have a fitted effect of over 65% in size
# An asterisk follows results filed as active; u = inconclusive; x = no result given; & = joins results of further samples; [ ] = dose if it differs, or a comment. Unless noted, the call rests on the fitted dose curve; in most records, active means well fitted curve in the direction sought with a large enough effect; inconclusive means small, poorly fitted or top-dose-only effect, or another doubt; inactive means no such curve, though single readings can be large; an effect the other way counts as inactive or inconclusive. Hits appear at their usual frequency; any-hit rate near 4.1%.
SMILES,aSyn yeast inh,EPAC1 antagonist,WRN helicase inh,PI5P4Ka inh,IL2 activator,EPAC1 ag,FUS yeast rescue,Abeta yeast res,PLK1 PBD inh
CCOC(=O)C1(C)CCN1C(=O)c1ccc(C)cc1 (stereo not drawn),-1%,18%,8%,0,-0.1,6%,-3%,-12%,1%
CC(C)CC(c1nnnn1C(C)C)N1CCN(C(=O)c2ccco2)CC1 (stereo not drawn),-1%,5%,-1%,1,0.1,6%,19%,-1%,5%
COC(=O)c1ccc(C(=O)OC)c(NC(=O)COC(=O)C23CC4CC(CC(O)(C4)C2)C3)c1,10%,-13%,-1%,-3,3.5,5%,25%,-1%,-1%
Cc1nc2ccccc2c(C)c1CC(=O)N(C)CC(=O)Nc1cccc(F)c1,0%,-3%,-13%,-11,-0.8,12%,37%,1%,-10%
O=C1c2ccccc2NC(c2ccc(Br)s2)N1O (stereo not drawn),u,-5%,-1%,5,0.5,2%,4%,-21%,-6%
Cc1c(N(C)C(=O)C2CCCN2S(=O)(=O)c2ccccc2)c(=O)n(-c2ccccc2)n1C (stereo not drawn),5%,10%,4%,x,-1.8,-1%,6%,6%,-2%
CC(C)C(NC(=O)c1ccc(C(C)(C)C)cc1)C(=O)NC1=NCCS1 (stereo not drawn),-4%,-3%,-1%,0,-1.9,9%,28%,-2%,-9%
CCC(C)CN1C(=O)CN(S(C)(=O)=O)CC1(C)C(=O)Nc1ccc2c(c1)OCCO2 (stereo not drawn),4%,-4%,1%,0,-0.3,12%,-1%,-11%,-14%
CS(=O)(=O)N1CCCC(C(=O)NCc2cccs2)C1 (stereo not drawn),-12%,6%,-2%,x,-3.6,-6%,14%,6%,0%
COc1ccc(CCn2c(=N)c(C(=O)NC3CCCCC3)cc3c(=O)n4ccccc4nc32)cc1,4%,20%,9%,-1,-6.4,-4%,7%,7%,0%
O=C(c1ccc2snnc2c1)N1CCSCC1,0%,13%,4%,-5,0.1,-7%,6%,2%,-13%
CCc1nc2c(OCCOc3ccc(F)cc3)cccn2c1N(C)C(=O)c1ccco1,-1%,-19%,1%[57.1 µM],-4,-0.8,3%,16%,3%,-12%
CN1C(C(=O)NCc2cccc(Br)c2)CC2Cn3c(nc4ccccc43)C21 (stereo not drawn),5%,2%,9%,-10,-0.4,-30%[inhibitor],-32%,-11%,-2%
O=C(NCc1ccc(Cl)cc1)C1CCN(S(=O)(=O)c2cccc3nonc23)CC1,-5%,-10%,-17%[57.1 µM],-2,5.1,15%,7%&-19%,-19%&-8%,-6%
O=C(COC(=O)CNC(=O)c1ccccc1Cl)Nc1ncc(C(F)(F)F)cc1Cl,-9%,-1%,7%,-4,0.1,-10%,x,-3%,-1%
CN(CC(O)COCc1cccs1)C1CCCCC1 (stereo not drawn),-1%,9%,0%,-1,-0.1,-3%,-6%,-4%,0%
COc1ccc(C(C)(C)C)cc1NC(=O)CCNC(=O)c1ccco1,-1%,-8%,6%,-1,0.2,-2%,32%,-4%,-7%
O=C(C(Cc1ccccc1)n1cccc1)N1CCN(c2ccccc2)CC1 (stereo not drawn),-2%,-18%,-1%,-1,-1.3,-4%,2%,-21%,-5%
COc1ccc2[nH]cc(CCn3ccc(O)c(C/C=C/c4ccccc4)c3=O)c2c1,2%,u,-30%,8,0.9,20%,24%,-10%,-8%
O=C1/C(=C\c2ccc(Cl)cc2)CCC1CNc1ccc(Cl)cc1 (stereo not drawn),6%,-23%,u,-8,-0.7,8%,x,-34%[inhibitor],-12%
COc1ccc(C(=O)NNC2=NC(C)(C)Cc3cc(C)c(C)cc32)cc1,3%,7%,-9%,9,1.8,6%,x,2%,0%
O=C(NCCc1ccc(Cl)cc1)c1nnc(Cc2ccc(Cl)cc2)o1,-6%,-2%,-3%,-5,-2.2,-9%,-6%,1%,-12%
Cc1csc(OCc2ccc(C#N)cc2)n1,2%,5%,4%,x,-2.9,8%,7%,0%,-6%
Cc1c(NC(=S)NC(=O)c2cccc([N+](=O)[O-])c2)c(=O)n(-c2ccccc2)n1C,-8%,-1%,6%,-1,-1.5,6%,15%,-3%,-20%
O=C(CSCc1ccc(Cl)cc1)Nc1ccc(O)cc1C(=O)O,1%,-1%,-13%,-24,-0.3,6%,6%,13%,-12%
CCC1(CC)NC(=O)N(CC(=O)OCC(=O)Nc2ccccc2OC(F)F)C1=O,7%,-19%,3%,-2,-0.3,7%,-16%,4%,-9%
CCSc1ccc(-c2nn(-c3ccccc3)cc2/C=C(/C#N)C(=O)NCCCOC)cc1,2%,-16%,5%,13,13,0%,5%,3%,4%
S=c1[nH]nc(Cc2ccccc2)n1Cc1ccco1,-7%,15%,6%,x,-2.4,8%,27%,15%,-16%
Cc1cccc(NC(=O)N(Cc2cc3cc(C)ccc3[nH]c2=O)CC2COCCO2)c1 (stereo not drawn),-1%,-28%,-2%,6,2.4,3%,-18%,-1%,-8%
COCC(=O)N(C)c1nnc(-c2cnc(C)cn2)s1,0%,1%,-2%,3,-2.0,3%,15%,-5%,-6%

# Rewritten with bars between the fields: part of the list above
SMILES | aSyn yeast inh | EPAC1 antagonist | WRN helicase inh | PI5P4Ka inh | IL2 activator | EPAC1 ag | FUS yeast rescue | Abeta yeast res | PLK1 PBD inh
O=C(C(Cc1ccccc1)n1cccc1)N1CCN(c2ccccc2)CC1 (stereo not drawn) | -2% | -18% | -1% | -1 | -1.3 | -4% | 2% | -21% | -5%
COc1ccc2[nH]cc(CCn3ccc(O)c(C/C=C/c4ccccc4)c3=O)c2c1 | 2% | u | -30% | 8 | 0.9 | 20% | 24% | -10% | -8%

# Additional compounds.
SMILES,aSyn yeast inh,EPAC1 antagonist,WRN helicase inh,PI5P4Ka inh,IL2 activator,EPAC1 ag,FUS yeast rescue,Abeta yeast res,PLK1 PBD inh
COCc1cc(=O)[nH]c(=S)[nH]1,7%,2%,2%,2,-0.9,2%,x,5%,-7%
CCCCN(C(=O)COC(=O)c1nc2nccc(C)n2n1)C1CCS(=O)(=O)C1 (stereo not drawn),-4%,-4%,1%,-4,0.0,3%,28%,-1%,1%
O=C(COc1nsnc1N1CCOCC1)Nc1ccc(Cl)cc1,6%,-3%,-5%,1,-3.0,14%,-14%,2%,-7%
COC(=O)c1cc(S(=O)(=O)NCc2ccccc2)c[nH]1,0%,6%,1%,1,0.8,-4%,-13%,5%,3%
CN1CCC(N(C)S(=O)(=O)c2ccc(NC(=O)COc3ccc(Br)cc3Cl)cc2)CC1,8%,0%,-10%,0,-0.5,2%,25%,-1%,-15%
O=C(N/N=C/c1cn[nH]c1-c1ccc(F)cc1)c1ccncc1,0%,-15%,-5%,11,-0.6,0%,34%,2%,u
O=C(NCCN1CCN(C(=O)c2ccc([N+](=O)[O-])cc2)CC1)C(=O)NCc1ccccc1,-2%,9%,1%,4,-0.6,14%,13%,10%,4%
CCc1ccc(N(CC(=O)N2CCCCCC2)S(C)(=O)=O)cc1,5%,-4%,-2%,-1,-0.4,2%,-10%,8%,-4%
Cc1[nH][nH]c(=O)c1N=Nc1ccc(Cl)cc1,1%,-8%,-14%,-3,-6.4,-13%,x,-7%,0%
CC(C)OCCCN1CC(=O)N2[C@@H](Cc3c([nH]c4ccccc34)C2(C)C)C1=O,-3%,0%,-7%,17,1.7,-5%,27%,-1%,-2%
O=C(Nc1ccccc1)c1cn(CCBr)cn1,0%,-20%,1%,1,-0.4,11%,2%,3%,0%
CC(C)Sc1nc2c(c(=O)n(C)c(=O)n2C)n1C,-1%,11%,-4%,x,1.5,0%,-7%,-11%,-5%
Cc1cc(C)cc(NC(=O)c2ccc(CN3CCc4ccccc4C3)cc2)c1,14%,-6%,-14%,-28,-0.1,9%,11%,12%,1%
CCc1ccccc1NC(=O)C1=CN2CCS(=O)(=O)N=C2C=C1,-3%,15%,-8%,-7,-1.3,9%,11%,13%,4%
O=C(Nc1nc2c(s1)CCCC2)C1CCCN1C(=O)c1cccs1 (stereo not drawn),-1%,-11%,-11%,-8,-2.1,-1%,25%,13%,-7%
Oc1c(C=C2N=c3ccccc3=N2)sc(=S)n1-c1ccccc1,-2%,2%,3%,-6,0.0,-8%,x,4%,-1%
FC(F)(F)c1cccc(-c2cc3ccccc3nc2N2CCCC2)c1,-11%,-9%,-7%,3,-1.5,3%,-18%,7%,-16%
Cc1[nH]n(-c2ccccc2)c(=O)c1C=Nc1cnc2ccccc2c1,-8%,4%,-12%,-1,-0.3,-11%,-1%,15%,3%
COc1ccc(N(Cc2cc3cccc(C)c3[nH]c2=O)C(=O)C2CCCO2)cc1 (stereo not drawn),1%,-6%,-7%,0,4.0,-8%,16%,8%,-8%
COc1cccc(N2CCN(S(=O)(=O)c3ccc(CN4C(=O)c5cccnc5C4=O)cc3)CC2)c1,-2%,6%,-4%,2,-3.6,1%,-2%,15%,-26%
CC(=O)NCCCOc1ccc([N+](=O)[O-])cc1Cl,-14%,4%,-4%,1,-3.0,-3%,-37%,5%,-10%
CC(C)OCCCNC(=O)c1ccc(C2SCC(=O)N2Cc2ccco2)cc1 (stereo not drawn),2%,5%,-7%,8,0.8,2%,9%,-3%,-8%
NC(=O)CSc1nnc(-c2ccc(S(=O)(=O)N3CCCC3)cc2)o1,1%,0%,-7%[57.1 µM],x,-0.6,2%,-5%,22%,7%
CC(=O)Nc1ccc(S(=O)(=O)N2CCCCC2c2cccnc2)cc1 (stereo not drawn),-2%,8%,1%,x,-2.7,-2%,21%,0%,-2%
CC1C(=O)N(Cc2cn(Cc3ccco3)nn2)CCS(=O)(=O)N1Cc1ccc(-c2cccc(N(C)C)c2)cc1 (stereo not drawn),-3%,-1%,-5%,2,-0.7,5%,u,4%,-11%
CCCC(c1nnnn1CS(=O)(=O)c1ccc(C)cc1)N1CCC(C(N)=O)CC1 (stereo not drawn),-3%,7%,-6%,0,0.2,-5%,12%,-9%,-10%

# From PubChem
